Screening data deposited in PubChem by several laboratories.
NPR1 activator – GC-A (human) enzyme activation | P16066 | HEK293 GC-A cells, cGMP TR-FRET, EC30 ANP; 0% at EC30 ANP, 100% saturating ANP | activation, % at 10 µM | actives 0.14% (n = 370,000) | AID 1671463; in the data active means activation above about 40%
DDE Tn6 FP inh – inhibitors of Tn6 peptide binding to human fibrin DD(E) | Fibrin DD(E) TRITC-Tn6 fluorescence polarization displacement | inhibition, % at 8.3 µM | actives 0.21% (n = 370,000) | P02675 | AID 720509;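 active means inhibition above a per-campaign cutoff: mean of compounds within control limits plus 3 SD, cut at about 15% in these data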;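 further: 0% = median of all compound wells on the plate and 100% = blocking peptide control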
HGIII-sPLA2 inh – Blocks human group III sPLA2 activity. Q9NZ20. QFRET BODIPY PC-A2 liposome hydrolysis, fluorescence. inhibition, % at 12.2 µM. actives 0.56% (n = 370,000). AID 743126;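 active means inhibition above mean plus 3 SD of compounds lying within the high and low control bounds, cut at about 19% in these data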;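 further: 0% = median of test compound wells and 100% = no enzyme DMSO wells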
Target sequence (Q9NZ20 whole entry, looked up): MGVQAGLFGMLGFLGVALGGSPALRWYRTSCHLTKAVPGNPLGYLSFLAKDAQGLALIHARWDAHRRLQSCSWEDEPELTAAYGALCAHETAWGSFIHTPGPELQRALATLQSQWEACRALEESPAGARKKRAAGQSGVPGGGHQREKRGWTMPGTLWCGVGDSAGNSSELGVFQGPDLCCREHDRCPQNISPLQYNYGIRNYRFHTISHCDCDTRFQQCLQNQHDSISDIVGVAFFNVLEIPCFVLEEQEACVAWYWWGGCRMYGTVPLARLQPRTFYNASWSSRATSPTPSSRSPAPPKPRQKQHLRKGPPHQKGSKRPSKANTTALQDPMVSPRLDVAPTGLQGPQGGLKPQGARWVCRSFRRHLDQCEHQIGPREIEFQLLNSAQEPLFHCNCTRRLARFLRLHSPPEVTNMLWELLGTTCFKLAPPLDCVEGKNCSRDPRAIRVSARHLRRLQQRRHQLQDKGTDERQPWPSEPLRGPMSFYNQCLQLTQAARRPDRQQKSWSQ
GC-B act – GC-B (human) receptor activation; HEK293-GC-B cells, CNP EC30, cGMP TR-FRET; 0% at EC30 CNP, 100% saturating CNP; actives 0.11% (n = 370,000); activation, % at 10 µM; P20594; AID 1920062;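 active means activation at 10 µM reaching about 35% in either raw or pattern-adjusted values, limit read from the data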
ADAM10 inh – inhibitors of human ADAM10. O14672. recombinant ADAM10, EDANS/DABCYL FRET peptide cleavage, 3 h. inhibition, % at 7 µM. actives 0.62% (n = 370,000). AID 720582;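 active means inhibition above a per-campaign cutoff equal to the mean of compounds falling between control-based bounds plus 3 SD, cut at about 20% in these data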;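 further: 0% = DMSO wells while the 100% control is not disclosed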
Target sequence (O14672 214-748 limits assumed): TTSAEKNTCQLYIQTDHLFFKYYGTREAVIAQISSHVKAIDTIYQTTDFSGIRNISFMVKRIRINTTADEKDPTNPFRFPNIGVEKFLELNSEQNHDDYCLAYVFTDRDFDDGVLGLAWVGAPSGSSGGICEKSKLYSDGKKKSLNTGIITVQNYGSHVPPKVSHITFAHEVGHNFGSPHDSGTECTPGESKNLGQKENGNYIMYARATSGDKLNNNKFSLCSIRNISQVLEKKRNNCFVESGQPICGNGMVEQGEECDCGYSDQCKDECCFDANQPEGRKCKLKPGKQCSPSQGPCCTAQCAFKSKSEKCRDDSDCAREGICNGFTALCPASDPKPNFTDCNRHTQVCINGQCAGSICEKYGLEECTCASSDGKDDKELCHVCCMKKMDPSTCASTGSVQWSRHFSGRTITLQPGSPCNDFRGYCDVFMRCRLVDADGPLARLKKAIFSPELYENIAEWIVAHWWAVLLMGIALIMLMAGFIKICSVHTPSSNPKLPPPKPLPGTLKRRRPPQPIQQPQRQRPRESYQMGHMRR
ASAP1 inh – blocks human ASAP1-stimulated Arf1 GTP hydrolysis. actives 0.19% (n = 360,000). AID 624377. GDP FP detection. inhibition, % at 16.5 µM. Q9ULH1; in the data active means inhibition above about 25%;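 further: 0% = vehicle with enzyme and substrate and 100% = no enzyme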
rCAG binder – binds r(CAG) RNA repeats. r(CAG) RNA repeat, TO-PRO-1 dye displacement fluorescence. inhibition, % at 3 µM. actives 1.3% (n = 370,000);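 active means inhibition above the plate cutoff, the mean of all test compounds on that plate plus 3 SD, cut at about 35% in these data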;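 further: 0% = DMSO alone and 100% = 100 µM mitoxantrone as full dye displacement; higher means more dye released from RNA so lower well fluorescence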
FXN GAA850 act – frataxin GAA850 promoter activation. activation, % at 6 µM. actives 0.56% (n = 360,000). HEK293 lucGAA850 FXN promoter luciferase reporter, 24 h; percent of 10 µM SAHA response;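 active means activation above the average of all compounds screened plus 3 SD, cutoff fixed separately per campaign, cut at about 7.5% in these data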;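 further: 0% = DMSO wells and 100% = 10 µM SAHA wells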
KLK7 zymogen act – activates the human kallikrein-7 zymogen; purified proKLK7, EDANS-DABCYL substrate fluorescence; 100% is mature enzyme control, 0% vehicle; activation, % at 7 µM; actives 0.9% (n = 370,000); AID 652039;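 active means activation above the mean of all tested compounds plus 3 SD, computed per campaign excluding outliers beyond control limits, cut at about 13% in these data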
ARFGAP1 inh – rat ARFGAP1 inhibition. Arfgap1-stimulated ARF1 GTP hydrolysis, GDP FP detection. actives 0.26% (n = 360,000). Q62848. inhibition, % at 16.5 µM. AID 651572;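 active means inhibition above a per-plate limit, mean inhibition of low control wells plus 3 SD, cut at about 25% in these data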;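 further: 0% = DMSO wells with enzyme and 100% = wells lacking Arfgap1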
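Replicates: Single well per compound | Assay system: Truncated rat Arfgap1 GAP domain | Control set: No-Arfgap1 wells (100%) versus DMSO full-reaction wells (0%) | Times: Enzyme reaction 120 min at 25 °C after 20 min preincubation | Reagent: Human ARF1(Δ1-17)-GTP substrate | Measured by: Tracer-displacement fluorescence polarization with EDTA stop, 620/688 nm | Measure: Percent inhibition of Arfgap1-stimulated GTP hydrolysis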
* hit, by the source's call; . = no result given.

Second line of a record – ASAP1 inh	NPR1 activator	GC-B act	DDE Tn6 FP inh	KLK7 zymogen act	ADAM10 inh	rCAG binder	HGIII-sPLA2 inh	FXN GAA850 act	ARFGAP1 inh
CCC(C)(C)C1CCc2nc3ccccc3c(C(=O)OC(C)C(=O)Nc3c(C)n(C)n(-c4ccccc4)c3=O)c2C1 (configuration not stated)
    8	-3	0	1	0.0	-3	6	2	1.2	-3
COc1ccc(N2CCN(C(=O)c3ccc(Cn4c(=S)[nH]c5ccc(N6CCOCC6)cc5c4=O)cc3)CC2)cc1
    0	0	0	8	1.4	-16	4	2	3.4	-1
O=C(NNS(=O)(=O)c1ccc(Cl)cc1)c1sccc1-n1cccc1
    6	1	3	4	0.5	1	2	-14	-1.2	-11
N#C/C(=C\c1ccncc1)c1ccccn1
    -4	5	1	-5	0.1	3	5	-2	4.4	4
CCc1ccccc1NC(=O)CNC(=O)c1ccc(OCc2cn3ccccc3n2)cc1
    12	-3	-1	-11	0.2	-25	6	4	0.5	5
CC(C(C(=O)N1CCCCC1)N1CCCCC1)N1CCCCC1 (configuration not stated)
    -9	-2	1	11	-0.4	-10	2	3	-1.4	1
COc1ccc(NC(=O)C[C@H]2C(=O)N(Cc3cccnc3)C[C@@H]2Cc2ccccc2)cc1
    -1	-3	5	5	0.0	-15	3	7	1.6	-4
C#CCOc1c(Cl)cc(/C=N/O)cc1OC
    0	0	-4	-1	-0.4	-3	6	-3	2.4	-3
Nc1c2c(nc3ccccc13)CCCC2=O
    -10	14	-3	-1	-5.0	-72	2	5	0.6	6
CC1CCC2(CC1)CCN(CCCOC(=O)Nc1cccc(F)c1)C2=O (configuration not stated)
    .	-4	-7	1	0.3	2	-3	-4	.	.
COc1ccccc1CNC(=O)COC(=O)c1ccco1
    -5	0	5	-1	-7.5	-2	3	-6	0.4	9
COc1ccc(CCNC(=O)CCN2C(=O)C3CC=CCC3C2=O)cc1OC (configuration not stated)
    11	-6	-4	0	-0.3	5	4	6	-2.0	-2
COc1ccc(CN2C(=O)c3ccccc3C2OC)cc1 (configuration not stated)
    0	2	1	-5	-0.8	-2	-3	15	0.9	-4
CN(C)S(=O)(=O)N1CCN(C(=O)N2CCCCC2)CC1
    3	3	3	0	-0.3	7	1	4	1.9	-4
Cc1nc(NN)c2c3c(sc2n1)COC(C)(C)C3
    -9	2	-2	-4	0.5	-2	2	3	0.4	14
COc1ccc2cc(C(=O)NCc3ccco3)c(=Nc3ccc(C(=O)O)cc3)oc2c1
    1	-2	-4	-7	-0.1	-237	9	-1	2.8	-3
NS(=O)(=O)c1ccc(NC(=O)COC(=O)CCc2ccccc2)cc1
    9	-4	4	4	0.1	-11	5	12	1.3	4
CC12CN3CC(C)(CN(C1)C3c1cc(Br)ccc1O)C2=O (configuration not stated)
    8	-1	0	-2	0.3	5	-5	-4	-0.8	4
Cc1cc(C(=O)N/N=C/c2ccc(C)s2)n[nH]1
    2	0	-3	-3	-0.5	-2	-1	2	3.1	2
COc1ccc(-n2c(SCC#N)nc3c(sc(=S)n3-c3ccccc3)c2=O)c(OC)c1
    -2	3	5	5	0.4	6	14	0	0.9	8

The list goes on, starting with the last two of the part before.
Second line of a record – ASAP1 inh	NPR1 activator	GC-B act	DDE Tn6 FP inh	KLK7 zymogen act	ADAM10 inh	rCAG binder	HGIII-sPLA2 inh	FXN GAA850 act	ARFGAP1 inh
Cc1cc(C(=O)N/N=C/c2ccc(C)s2)n[nH]1
    2	0	-3	-3	-0.5	-2	-1	2	3.1	2
COc1ccc(-n2c(SCC#N)nc3c(sc(=S)n3-c3ccccc3)c2=O)c(OC)c1
    -2	3	5	5	0.4	6	14	0	0.9	8
COc1ccccc1NC(=S)NN=C(C)c1ccccn1
    10	-1	3	3	-0.7	3	5	5	1.5	13
CC1(C)CC(=O)C(C=NCCN2CCN(C(=O)c3ccccc3)CC2)=C(O)C1
    -5	0	4	11	-0.3	-4	-6	-1	-0.7	-8
CC(C)C[C@H](NC(=O)NC(C)C)C(=O)O
    -2	1	-2	3	-0.2	-2	0	4	1.2	-16
COc1ccc(Br)cc1C(=O)Nc1ccccc1N1CCCC1
    -10	0	-6	3	-2.3	10	-1	6	-1.5	7
CC(C)(C)OC(=O)N1CCC(c2c(C(=O)NCC3CCN(C4CCCC4)C3)cnn2-c2ccccc2Cl)CC1 (configuration not stated)
    -15	3	1	2	0.0	2	-4	-17	-0.1	5
COc1ccc(C2(C)NC(=O)N(CC(=O)Nc3ccc(Br)cc3F)C2=O)cc1OC (configuration not stated)
    -1	2	3	-1	-0.7	1	-1	-7	3.8	4
CC(=O)Nc1cccc(C(=O)OCC(=O)NNC(=O)c2ccc([N+](=O)[O-])cc2)c1
    -3	4	-6	0	-0.2	5	6	3	0.0	-7
N/C(=N\OC(=O)c1cc(-c2ccccc2)nc2ccccc12)c1ccccn1
    -1	-1	-7	7	0.0	4	5	-3	-0.3	4
COc1ccc(Cl)cc1NC(=O)C/C(C)=N/NC(=O)CC#N
    10	2	3	0	1.1	5	6	-19	2.7	8
COC1OC2COC(c3ccccc3)OC2C(=O)C1NC(=O)c1ccccc1 (configuration not stated)
    -13	3	4	-5	-0.1	-10	1	-8	-0.2	9
CCOC(=O)C1(Cc2cccc(OC)c2)CCCN(Cc2cc(OC)c(O)c(OC)c2)C1 (configuration not stated)
    9	-6	-1	3	-0.2	-3	-7	-18	-0.7	3
CCn1c(C)c(C)c2cc(C(=O)Nc3cccc(Cl)c3)ccc21
    -4	-4	-2	2	-6.1	-5	9	-28	0.9	22
Cc1cc(NC(=O)Cn2c(=O)n(Cc3ccccc3)c(=O)c3ccccc32)no1
    10	0	4	10	0.4	4	3	-1	-0.1	-5
CC1(C)NC(=O)N(CCOCCOc2ccc3ccccc3c2Br)C1=O
    4	2	-6	3	-0.4	4	-4	-4	1.9	7
O=C(O)c1ccc(NC2=C(N3CCOCC3)C(=O)c3ccccc3C2=O)cc1
    24	4	5	5	0.6	-8	1	1	2.1	18
COc1cc(/C=C/c2nnc3c4ccccc4ncn23)cc(OC)c1OC
    17	10	6	-15	-3.4	-165	9	-27	-0.5	4
COc1cccc(N2CCN(Cc3nnnn3C3CCCCC3)CC2)c1
    -5	1	1	0	-0.3	0	-1	0	-0.8	-7
O=C(O)CC(c1ccc(Cl)cc1)N1Cc2ccccc2C1=O (configuration not stated)
    12	4	2	-1	0.1	-2	1	-4	0.2	4
Cc1cccc(C)c1OCC(=O)NNC(=O)CNC(=O)c1ccc(OC(F)F)cc1
    -5	0	3	2	0.3	0	0	-5	0.4	-13
CC(=N\Nc1ccc(Cl)cc1)/C(=N/O)C(=O)Nc1ccccc1
    5	-28	-23	-11	1.0	6	6	-29	0.5	17
Cn1nc([N+](=O)[O-])nc1Oc1ccccc1
    9	4	10	-5	1.1	1	-1	-2	0.4	-5
CN(NC(=O)c1ccc(Cl)cc1)c1ncc(C(F)(F)F)cc1Cl
    -3	-2	4	8	0.7	-6	-5	-3	0.8	5
Cc1cc(NC(=O)CSC2=NS(=O)(=O)c3cc(F)ccc3N2)no1
    0	1	4	-2	-0.4	1	3	-19	-0.5	14
CS(=O)(=O)N1CCC2CC1c1cc(-c3ccccc3)ccc12 (configuration not stated)
    2	3	4	-2	0.8	3	4	-2	0.8	1
Cc1ccc(SCC(=O)OCC(=O)N(C)CC(=O)Nc2ccccc2Cl)cc1C
    2	2	-2	-5	0.8	4	-6	-19	2.6	-8
CC(C)NC(=O)N1Cc2cc(C(=O)NC3CCCC3)nc(-c3cccc(-c4cccnc4)c3)c2[C@@H]1CCO
    -3	0	-3	4	0.0	-12	3	0	.	2
CCC(C)C(=O)N1c2ccccc2C(=C2SC(C(=O)OC)=C(C(=O)OC)S2)C(=S)C1(C)C (configuration not stated)
    -6	1	-1	0	0.3	-1	1	1	-0.4	4
COc1ccc(CCNC(=O)/C(=C/c2cccnc2)NC(=O)c2ccccc2)cc1OC
    4	1	0	-5	1.2	-4	0	-1	1.0	9
CSCCC(NC(=O)COc1ccccc1)C(=O)NCc1cccs1 (configuration not stated)
    9	-2	2	4	-0.6	8	1	11	0.9	-3
Cc1nc2cc(C(=O)NCCN3CCOCC3)ccc2n1-c1ccc(F)cc1F
    9	-1	0	10	-0.4	3	-7	6	0.6	4
CN(c1ccccc1)S(=O)(=O)c1ccc(C(=O)OCC(=O)NC(N)=O)cc1
    1	-2	1	-6	-0.1	1	-2	-1	1.0	15
CC(=O)NC(Cc1ccc(C)cc1)C(=O)NC1CCN(C(=O)c2ccc([N+](=O)[O-])cc2)CC1 (configuration not stated)
    7	3	2	3	0.5	2	-5	-3	0.1	-10
COc1cc(OC)nc(Oc2ccccc2C(=O)Oc2ccc(C)cc2)n1
    3	-30	-18	-3	-0.2	4	-7	-1	-1.4	-15
Cc1ccccc1Nc1ccc([N+](=O)[O-])cn1
    19	3	1	-2	-0.3	-5	-5	15	0.4	-7

Molecules shown so far with a Cl atom (9):
Second line of a record – ASAP1 inh	NPR1 activator	GC-B act	DDE Tn6 FP inh	KLK7 zymogen act	ADAM10 inh	rCAG binder	HGIII-sPLA2 inh	FXN GAA850 act	ARFGAP1 inh
O=C(NNS(=O)(=O)c1ccc(Cl)cc1)c1sccc1-n1cccc1
    6	1	3	4	0.5	1	2	-14	-1.2	-11
C#CCOc1c(Cl)cc(/C=N/O)cc1OC
    0	0	-4	-1	-0.4	-3	6	-3	2.4	-3
CC(C)(C)OC(=O)N1CCC(c2c(C(=O)NCC3CCN(C4CCCC4)C3)cnn2-c2ccccc2Cl)CC1 (configuration not stated)
    -15	3	1	2	0.0	2	-4	-17	-0.1	5
COc1ccc(Cl)cc1NC(=O)C/C(C)=N/NC(=O)CC#N
    10	2	3	0	1.1	5	6	-19	2.7	8
CCn1c(C)c(C)c2cc(C(=O)Nc3cccc(Cl)c3)ccc21
    -4	-4	-2	2	-6.1	-5	9	-28	0.9	22
O=C(O)CC(c1ccc(Cl)cc1)N1Cc2ccccc2C1=O (configuration not stated)
    12	4	2	-1	0.1	-2	1	-4	0.2	4
CC(=N\Nc1ccc(Cl)cc1)/C(=N/O)C(=O)Nc1ccccc1
    5	-28	-23	-11	1.0	6	6	-29	0.5	17
CN(NC(=O)c1ccc(Cl)cc1)c1ncc(C(F)(F)F)cc1Cl
    -3	-2	4	8	0.7	-6	-5	-3	0.8	5
Cc1ccc(SCC(=O)OCC(=O)N(C)CC(=O)Nc2ccccc2Cl)cc1C
    2	2	-2	-5	0.8	4	-6	-19	2.6	-8
